Source: PubChem (The Scripps Research Institute Molecular Screening Center)
GSTO1 counter = counter-screen for RBBP9 inhibitors: inhibitors of human GSTO1. inhibition, % at 5.96 µM. recombinant GSTO1, activity-based probe fluorescence polarization. 1.1% of 300,000 active. P78417;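 active = inhibition above the campaign mean inhibition plus 3 SD, cut at about 35% in these data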;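 note: 0% = GSTO1-1 with DMSO and 100% = wells lacking GSTO1-1 enzyme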
Target sequence (P78417 whole entry, looked up): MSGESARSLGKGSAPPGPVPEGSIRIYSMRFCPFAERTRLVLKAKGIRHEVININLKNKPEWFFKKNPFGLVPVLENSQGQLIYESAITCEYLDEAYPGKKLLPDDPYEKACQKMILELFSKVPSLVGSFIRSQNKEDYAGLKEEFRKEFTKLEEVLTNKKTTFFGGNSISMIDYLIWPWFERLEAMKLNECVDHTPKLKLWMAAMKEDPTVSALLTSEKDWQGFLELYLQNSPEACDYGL
LYPLA1 inh = blocks human lysophospholipase 1, a PME1 counter-screen; O75608; recombinant LYPLA1, FP-Rh probe fluorescence polarization; inhibition, % at 5.9 µM; 0.16% of 320,000 active;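 active = inhibition above the mean of all tested compounds plus 3 SD, set per campaign, cut at about 14% in these data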;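 note: inhibitors block serine hydrolase probe labeling of LYPLA1 so polarization falls; 0% = enzyme with DMSO and 100% = wells lacking LYPLA1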
Target sequence (O75608 whole entry, looked up): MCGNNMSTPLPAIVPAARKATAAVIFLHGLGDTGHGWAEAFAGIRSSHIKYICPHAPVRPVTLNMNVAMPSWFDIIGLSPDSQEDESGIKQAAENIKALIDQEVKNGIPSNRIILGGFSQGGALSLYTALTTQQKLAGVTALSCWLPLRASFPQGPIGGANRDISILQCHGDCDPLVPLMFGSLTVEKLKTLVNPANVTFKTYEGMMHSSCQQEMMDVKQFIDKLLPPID
PAFAH1B2 inh = PAFAH1B2 (human) inhibition; recombinant PAFAH1B2, FP-rhodamine activity probe, fluorescence polarization; inhibition, % at 3.39 µM; 1.2% of 340,000 active; AID 492953;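 active = inhibition above the mean of all tested compounds plus 3 SD, cut at about 24% in these data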;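 note: 0% = enzyme with DMSO and 100% = wells lacking PAFAH1B2; many of its hits are not listed in these tables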
Target sequence (P68402 whole entry, looked up): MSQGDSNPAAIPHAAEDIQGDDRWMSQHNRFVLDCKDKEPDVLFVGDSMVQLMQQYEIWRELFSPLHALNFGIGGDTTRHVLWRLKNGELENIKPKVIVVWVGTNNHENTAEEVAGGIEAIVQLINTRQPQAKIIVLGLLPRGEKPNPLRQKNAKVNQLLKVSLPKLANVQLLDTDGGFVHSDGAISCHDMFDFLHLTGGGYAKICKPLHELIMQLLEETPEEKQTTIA
pPAFAH FP inh = pPAFAH (human) enzyme inhibition | Q13093 | recombinant pPAFAH, FP-rhodamine probe fluorescence polarization | inhibition, % at 3.39 µM | 1.5% of 330,000 active;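 active = inhibition above the mean inhibition across the screen plus 3 SD, cut at about 25% in these data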;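 note: inhibitors block binding of the rhodamine activity-based probe so polarization drops; 0% = enzyme with DMSO and 100% = wells lacking pPAFAH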
PME-1 primary = PME-1 (human) inhibition; Q9Y570; recombinant PME-1, FP-Rh probe fluorescence polarization; inhibition, % at 5.9 µM; 0.53% of 320,000 active;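 active = inhibition above the campaign mean of all compounds plus 3 SD, cut at about 26% in these data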;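 note: competitive labeling of PME-1 active site by serine hydrolase directed probe; 0% = PME-1 with DMSO and 100% = wells lacking PME-1 enzyme; inhibitors block probe labeling so polarization falls and inhibition rises; many of its hits are not listed in these tables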
PAD4 FP inh = blocks human protein arginine deiminase 4 | 0.41% of 330,000 active | recombinant PAD4, RCA probe fluorescence polarization | inhibition, % at 6.36 µM;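 active = percent inhibition above a cutoff equal to the mean of all tested compounds plus 3 SD, cut at about 15% in these data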;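 note: 0% = PAD4 with RCA probe and DMSO and 100% = probe without PAD4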
PAFAH1B3 inh = PAFAH1B3 (human) inhibition | recombinant PAFAH1B3, FP-rhodamine probe, fluorescence polarization | AID 492972 | Q15102 | 0.28% of 340,000 active | inhibition, % at 3.39 µM;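 active = inhibition above the screen-wide average of all tested compounds plus 3 SD, cut at about 25% in these data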;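 note: 0% = enzyme with DMSO only and 100% = wells lacking PAFAH1B3 protein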
Target sequence (Q15102 whole entry, looked up): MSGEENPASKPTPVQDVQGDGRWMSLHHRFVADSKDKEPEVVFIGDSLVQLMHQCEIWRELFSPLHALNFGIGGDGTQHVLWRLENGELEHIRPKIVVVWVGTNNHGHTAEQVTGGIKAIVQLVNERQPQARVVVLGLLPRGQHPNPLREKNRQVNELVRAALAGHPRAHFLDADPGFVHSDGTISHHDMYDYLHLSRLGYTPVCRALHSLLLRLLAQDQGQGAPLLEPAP
Fam108B inh = blocks mouse Fam108B hydrolase in RBBP9 counter-screen; recombinant Fam108B, FP-Rh probe fluorescence polarization; inhibition, % at 9.51 µM; 0.33% of 300,000 active; AID 1947;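 active = inhibition above the screen mean inhibition plus 3 SD, computed separately per campaign, cut at about 18% in these data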;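 note: inhibitors lower polarization as less probe binds the enzyme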
PAFAH2 inh = inhibitors of human PAFAH2. recombinant PAFAH2, FP-rhodamine activity probe, fluorescence polarization. 0.99% of 340,000 active. AID 492956. inhibition, % at 3.39 µM;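 active = inhibition above the mean over all tested compounds plus 3 SD, cut at about 30% in these data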;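 note: inhibitors block probe labeling of enzyme so polarization drops; 0% = enzyme with DMSO and 100% = wells lacking PAFAH2 protein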
Active calls of the source: *; . = no result given. A portion of the library, so the mix of outcomes need not match the whole.

A first look, four compounds:
SMILES	GSTO1 counter	LYPLA1 inh	PAFAH1B2 inh	pPAFAH FP inh	PME-1 primary	PAD4 FP inh	PAFAH1B3 inh	Fam108B inh	PAFAH2 inh
COC(=O)CN1C(=O)C2(OCCCO2)c2ccccc21	-6	3	4	6	-4	-3	1	1	-3
COc1ccsc1NC(=O)OCc1ccc(Cl)cc1	5	-1	15	7	-5	1	3	-3	6
O=C(COC(=O)c1cc[n+]([O-])cc1)Nc1ccc(SC(F)F)cc1	-11	-4	-2	10	-2	-23	-10	-6	-5
COC(=O)C1=C(O)CSC1=Nc1ccc(C)cc1	0	-1	-1	7	-1	0	5	0	-1

Results, from the start:
SMILES	GSTO1 counter	LYPLA1 inh	PAFAH1B2 inh	pPAFAH FP inh	PME-1 primary	PAD4 FP inh	PAFAH1B3 inh	Fam108B inh	PAFAH2 inh
COC(=O)CN1C(=O)C2(OCCCO2)c2ccccc21	-6	3	4	6	-4	-3	1	1	-3
COc1ccsc1NC(=O)OCc1ccc(Cl)cc1	5	-1	15	7	-5	1	3	-3	6
O=C(COC(=O)c1cc[n+]([O-])cc1)Nc1ccc(SC(F)F)cc1	-11	-4	-2	10	-2	-23	-10	-6	-5
COC(=O)C1=C(O)CSC1=Nc1ccc(C)cc1	0	-1	-1	7	-1	0	5	0	-1
CCCc1noc(-c2cccc([N+](=O)[O-])c2)n1	15	3	-1	2	3	0	2	-3	0
COc1ccc(S(=O)(=O)Nc2cccc3c2O[C@H](CN(C)Cc2ccc(Cl)c(Cl)c2)[C@@H](C)CN([C@H](C)CO)C3=O)cc1	.	.	-2	6	.	-1	0	.	-2
CCOC(=O)CNC(=O)COc1coc(CN2CCN(c3ccc(F)cc3)CC2)cc1=O	3	-3	11	4	-1	0	11	-2	7
COCCNC(=O)CSc1nc2cc3c(cc2c(=O)n1CCCC(=O)NCCc1ccc(OC)c(OC)c1)OCO3	10	-5	0	-2	1	-7	9	-5	9
COc1ncnc(NS(=O)(=O)c2ccc(N)cc2)c1OC	0	2	10	1	-2	-3	14	-1	5
CCCCc1cc(=O)oc2cc(C)cc(OCC(=O)O)c12	-14	0	6	4	-3	-2	9	2	-1
CC1CCN(S(=O)(=O)c2cc3c4c(c2)C(C)C(=O)N4CCC3)CC1 (stereo not drawn)	10	3	5	-1	4	6	-3	6	-2
O=c1c2cnn(-c3ccccc3)c2nnn1/N=C/c1cccnc1	1	2	1	0	-2	2	6	6	18
Cc1cccc(C)c1C(=NCCN(C)C)c1ccccc1	-3	0	8	-1	-3	-7	11	-1	5
O=C(N/N=C/c1ccccn1)c1sc2ccccc2c1Cl	-2	-4	9	10	-2	-3	7	-4	6
C=C(C)COc1ccc(-c2nc(N)ncc2-c2ccccc2OC)c(O)c1	-1	-4	0	8	8	-2	2	-7	5
CN(C(=O)CSc1nnc(-c2cccnc2)o1)C1CCCCC1	.	1	1	-1	-4	1	-2	.	10
Cc1ccc(-c2csc3ncn(/N=C/N(C)C)c(=O)c23)o1	0	1	-5	6	-9	-5	4	-1	4
O=C(CN1C(=O)NC2(CCc3ccccc3C2)C1=O)NCC(F)(F)F (stereo not drawn)	-1	2	-1	3	-6	1	5	0	5
O=C(Nc1ccnn1C1CCN(Cc2ccc(CO)o2)CC1)c1ccccc1	2	-5	2	-1	3	-1	-3	-1	-21
CCCCC(=O)NS(=O)(=O)c1ccc(N=NN2CCOCC2)cc1	5	-3	6	0	-1	2	0	5	3
NC(=O)COC(=O)c1ccc(Cl)c(S(=O)(=O)N2CCCCCC2)c1	9	-1	-1	-1	1	0	-2	-1	-3
O=C1CCC(=O)N1c1ccc(CSc2nc3ccccc3[nH]2)cc1	-1	-1	5	-3	-7	-1	2	1	2
O=C(CCN1CCN(c2ccccc2F)CC1)Nc1ccccc1F	-3	7	2	-3	3	3	-10	1	-3
Cc1ccc(-c2nc3cc(N)ccc3o2)cc1Br	-2	6	6	5	5	1	4	2	5
COc1ccccc1N1CCN(S(=O)(=O)c2c(C(=O)N3CCOCC3)c(C)n(C)c2C)CC1	5	9	-2	5	0	-4	6	0	-1
SMILES	GSTO1 counter	LYPLA1 inh	PAFAH1B2 inh	pPAFAH FP inh	PME-1 primary	PAD4 FP inh	PAFAH1B3 inh	Fam108B inh	PAFAH2 inh
CCOC(=O)c1[nH]c2cc(OC)c(OC)cc2c1NC(=O)CN(C)C1CCCCC1	-2	-1	0	7	7	0	7	2	-7
O=C(NCC1CCCO1)C(=O)NCC(c1ccco1)N1CCN(c2ccccc2F)CC1 (stereo not drawn)	1	-2	3	-1	-2	2	14	-2	5
COc1ccc(CCN2C(=O)CC(C(N)=O)SC2=Nc2ccccc2)cc1 (stereo not drawn)	0	-1	4	2	3	-5	2	0	7
N#Cc1cccc(NC(=S)Nc2ccccc2)c1	3	-1	-5	-2	2	-4	6	5	1
O=C(OCC(=O)c1ccc[nH]1)c1ccc(Br)cc1	.	-2	5	13	-2	0	-4	.	10
Cc1cccc(OC(=O)CN2C(=O)C3C4CCC(C4)C3C2=O)c1C (stereo not drawn)	-1	1	3	2	4	1	8	1	1
CC1CCN(c2c(NCc3ccc(C(=O)N(C)C4CCCCC4)cc3)c(=O)c2=O)CC1	7	7	3	6	1	-3	-1	1	0
Cc1[nH]nc2nc3c(c(OC(=O)c4ccccc4)c12)c(=O)n(C)c(=O)n3C	-7	1	.	-4	1	-2	.	2	.
CCc1noc(C)c1C(=O)N(CCC(C)C)c1c(N)n(Cc2ccccc2)c(=O)[nH]c1=O	7	-1	-2	5	-1	-2	3	3	1
C=CCNc1nc2ccccc2nc1NS(=O)(=O)c1ccc(F)cc1	-3	3	3	7	-3	-1	-3	0	9
Cc1csc(Cn2c(CN(C)C)nc3ccccc3c2=O)n1	43*	4	3	-3	0	-2	1	2	-3
O=C(CCn1ccc2cc(S(=O)(=O)N3CCCC3)ccc21)NCCc1ccccc1	8	1	13	0	9	1	3	1	2
COc1ccc(C(=O)Oc2coc(CSc3nnc(NC(=O)c4cccs4)s3)cc2=O)cc1	-28	-3	-2	10	3	3	5	-1	-3
CC(C)CCN1CCN(Cc2coc3ccccc3c2=O)CC1CCO (stereo not drawn)	5	-5	0	4	5	-3	10	-3	-1
C/C(=N\NC(=O)Cc1csc(N2CCOCC2)n1)c1ccccc1	2	3	5	2	-2	-5	10	1	4
COCCCNC(=O)CCc1nnc(Cc2ccc(-c3ccccc3)cc2)o1	2	0	3	2	0	3	10	0	0
O=C(CN1CCOCC1)NC1CC2CCC1C2 (stereo not drawn)	10	0	0	5	-1	-1	6	6	1
Nc1c(C(=O)O)sc2nc(-c3ccccc3)cc(-c3ccc(Cl)cc3)c12	-19	-6	-1	8	7	-2	7	-15	-2
CN(C(=O)CN1C(=O)S/C(=C\c2ccc(F)cc2)C1=O)C1CCS(=O)(=O)C1 (stereo not drawn)	18	1	-1	5	-6	2	6	-3	4
Nc1c(O)ccc2c1C(=O)c1ccccc1C2=O	16	-3	.	23	19	7	.	14	.
CC(CNC(=O)CCc1nnc2ccc(N3CCC4(CC3)OCCO4)nn12)c1ccccc1 (stereo not drawn)	-4	2	1	-3	-3	-2	3	0	5
CN(C)S(=O)(=O)c1ccc(N2CCCC2)c(C(=O)NCC2CCCO2)c1 (stereo not drawn)	5	1	0	-2	-2	-1	6	7	-3
CCOc1cc(CNC2CCCC2)ccc1OCc1ccccc1Cl	-2	1	2	1	-5	-3	3	-3	7
CC1=NN(C(N)=S)C(=O)C1N=Nc1ccc([N+](=O)[O-])cc1 (stereo not drawn)	-1	1	8	8	14	2	7	-2	4
CC(=O)Nc1ccc2oc(-c3ccccc3)nc2c1	2	-1	4	5	-10	-1	1	0	4
SMILES	GSTO1 counter	LYPLA1 inh	PAFAH1B2 inh	pPAFAH FP inh	PME-1 primary	PAD4 FP inh	PAFAH1B3 inh	Fam108B inh	PAFAH2 inh
Cc1ccc(-c2noc(CCC(=O)Nc3cccc(C#N)c3)n2)cc1	-3	-4	-2	-6	-6	2	-1	-7	-3
C#Cc1ccc([C@H]2C=C(C(=O)O)O[C@@H](OCc3ccc(CO)cc3)C2)cc1	5	-2	2	6	-2	-1	-1	-2	-1
CCOC(=O)C1=C(COC(=O)CNC(=O)c2cc(OC)c(OC)c(OC)c2)NC(=O)NC1C (stereo not drawn)	3	4	0	-1	-8	0	5	3	-9
COC(=O)C1CCN(C(=O)COC(=O)CNC(=O)c2ccc(Cl)cc2Cl)CC1	.	0	4	1	2	1	-5	.	-5
CSc1cc(C)[nH]c(=O)n1	6	-2	2	-3	-1	2	1	0	6
O=c1c2c(nc3cc(-c4ccccc4Cl)[nH]n13)CCS2	-15	0	3	14	-14	-3	4	-3	22
O=C(c1cn(-c2ccccc2)nc1-c1cc2ccccc2oc1=O)N1CCOCC1	2	-3	5	-3	0	0	5	-1	3
O=C(CCS(=O)(=O)Cc1ccccc1)NCC1CCCO1 (stereo not drawn)	-1	-3	9	5	5	4	4	0	5
Cc1nc2cccc(C(=O)NC3CCCCC3)c2o1	2	1	14	-2	1	-6	6	1	-2
Cc1cccc(NC(=O)Cc2noc3ccccc23)c1C	-2	2	3	-1	-5	-1	8	0	-3
CC(C)=C1C2CCC1C1C(=O)N(c3nc(-c4ccccc4)c(C)s3)C(=O)C21 (stereo not drawn)	2	2	11	6	-1	2	7	-4	-4
COc1ccc(NC(=O)O/N=C/c2ccc(N(C)C)cc2)cc1	1	-1	4	7	9	-2	4	0	-5
O=C1c2ccccc2C(=O)c2c1cccc2N1CCN(CCO)CC1	0	2	4	1	6	-8	12	-6	4
CCNC(=O)CC1C(=O)N(c2ccc(C)cc2)C(=O)N1CCc1sccc1C (stereo not drawn)	7	2	3	0	-1	-1	2	2	7
COc1ccc(-n2nnnc2SCC(=O)c2cc3ccccc3o2)cc1	30	-5	-1	6	-13	-5	-1	-14	-4
COc1ccc(CN2CCN(Cc3ccc4cc(F)ccc4n3)CC2CCO)c(C)c1C (stereo not drawn)	4	3	3	-1	-3	3	4	-2	1
Cc1cc(N2CCCC2)ccc1NC(=O)CN1C(=O)NC2(CCCCC2)C1=O	8	0	4	5	-4	0	2	-1	0
Cc1ccc(-n2nc3c(=O)n(CC(=O)NC(C)CCc4ccccc4)nc(C)c3c2C)cc1 (stereo not drawn)	0	6	4	7	-1	2	6	1	3
CSc1nc(C)cc(SCC(=O)N/N=C/c2ccccc2)n1	6	1	-1	0	-4	-3	8	-3	8
COCCn1c(C)cc(C(=O)CSc2cc(C)c3ccc(OC)cc3n2)c1C	-10	1	2	-11	5	-1	4	5	-5
CC(=O)c1ccc(NC(=O)NC2CC(=O)N(c3ccc4c(c3)OCCO4)C2)cc1 (stereo not drawn)	-4	0	0	4	9	-2	7	4	-8
Cc1[nH]n(-c2ccccc2)c(=O)c1C1(C(F)(F)F)C(=O)N(c2ccc(F)cc2)C2=C1C(=O)CC(C)(C)C2 (stereo not drawn)	-13	3	8	-1	-1	-1	10	4	1
COc1cc(NC(C)CCCN)c2ncccc2c1Oc1ccccc1 (stereo not drawn)	32	1	-2	12	5	2	2	0	4
O=C(Nc1nc2ccc(F)cc2s1)c1ccc(N2CCCC2=O)cc1	5	0	4	1	-4	3	1	-2	-4
CC(C)C(NC(=O)/C=C/c1cccc([N+](=O)[O-])c1)C(C)C	-1	0	4	2	-2	2	13	-5	-2
O=C(Cc1ccc(Cl)cc1)Nc1cc(S(=O)(=O)N2CCOCC2)ccc1N1CCCC1	-3	2	6	3	2	-3	3	0	-3
